Bioassay records (PubChem BioAssay)
GLD-1 RNA inh: GLD-1-TGE RNA interaction inhibition (C. elegans). Q17339. purified GLD-1 + fluorescein TGE RNA, fluorescence polarization. inhibition, % at 5.96 µM. 320,000 tested, 0.44% active. AID 2280;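 active means percent inhibition above a per-plate cutoff, the plate mean of test compounds plus 3 SD, cut at about 30% in these data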;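 further: 0% = DMSO wells with GLD-1 and probe and 100% = wells lacking GLD-1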
Target sequence (Q17339 whole entry, looked up): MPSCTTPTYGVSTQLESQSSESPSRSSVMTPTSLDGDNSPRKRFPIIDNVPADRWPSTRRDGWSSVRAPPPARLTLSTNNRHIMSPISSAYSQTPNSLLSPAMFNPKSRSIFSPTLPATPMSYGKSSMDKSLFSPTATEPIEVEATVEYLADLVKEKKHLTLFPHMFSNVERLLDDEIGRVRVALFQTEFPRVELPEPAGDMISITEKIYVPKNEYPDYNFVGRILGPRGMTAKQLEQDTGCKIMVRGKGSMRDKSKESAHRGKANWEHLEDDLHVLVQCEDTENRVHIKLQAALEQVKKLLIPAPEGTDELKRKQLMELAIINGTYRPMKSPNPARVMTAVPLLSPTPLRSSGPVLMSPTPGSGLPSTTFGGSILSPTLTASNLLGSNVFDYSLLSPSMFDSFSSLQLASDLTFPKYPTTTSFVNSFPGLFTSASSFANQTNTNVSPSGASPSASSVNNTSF
BCLXL inh: blocks human Bcl-xL binding to Bim BH3 peptide; Q07817; GST-Bcl-xL / FITC-Bim BH3 peptide fluorescence polarization; inhibition, % at 10.9 µM; 320,000 tested, 0.7% active; AID 2129;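 active means inhibition above the mean of all tested compounds plus 3 SD, cutoff set per campaign, cut at about 30% in these data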;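 further: 0% = DMSO wells and 100% = unlabeled Bim-BH3 peptide competitor; inhibitors lower millipolarization by displacing the labeled peptide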
VLA-4 inh: inhibition in a human VLA-4 binding assay. VLA-4 expressing cells, ligand binding flow cytometry. inhibition, % (about 7 µM as worked out from the volumes in the protocol). 330,000 tested, 0.2% active. AID 2557; in the data active means inhibition above about 50%
GRK2 inh: human GRK2 inhibition via aptamer displacement; 330,000 tested, 0.59% active; inhibition of aptamer binding, % at 10 µM; P25098; AID 488847; bead flow cytometry, FAM-aptamer displacement from GRK2;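 active means inhibition of aptamer binding above 40%, roughly 3 SD of noise, on plates passing a quality check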;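 further: median bead fluorescence of bound FAM aptamer so fluorescent compounds give negative values; no value below 0 was filed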
AGP1-GFP MLPCN: modulators of TOR pathway AGP1-GFP in S. cerevisiae | 320,000 tested, 0.02% active | S. cerevisiae AGP1-GFP multiplex flow cytometry, 3 h; GFP as percent of DMSO wells | GFP response vs DMSO, % at 10 µM;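 active means GFP response relative to DMSO above a set limit, near screen average plus 3 SD, cut at about 150% in these data; inconclusive means fewer than 70 cells counted for the yeast strain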;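 further: median GFP channel fluorescence of the gated AGP1 strain per well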
CIT2 TOR yeast: alters CIT2-GFP fluorescence in TOR pathway yeast screen; GFP response vs DMSO, % at 10 µM; 320,000 tested, 0.065% active; S. cerevisiae CIT2-GFP strain, flow cytometry, 3 h; 100 means same as DMSO wells;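 active means GFP response relative to DMSO above a set limit, near the screen mean plus 3 SD, cut at about 150% in these data; inconclusive means Fewer than 70 cells measured for a yeast strain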;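 further: ratio of well median GFP fluorescence to mean of DMSO wells on the plate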
MCL1-BIM inh: inhibitors of human MCL1 binding to BIM-BH3 peptide | Q07820 | GST-MCL1 / FITC-Bim-BH3 fluorescence polarization | inhibition, % at 10.9 µM | 320,000 tested, 0.68% active | AID 2057;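 active means inhibition above the mean inhibition of all tested compounds plus 3 SD, set per campaign, cut at about 40% in these data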;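 further: 0% = DMSO wells and 100% = unlabeled Bim-BH3 peptide control; higher means more loss of mP so more displacement of Bim peptide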
Target sequence (Q07820 whole entry, looked up): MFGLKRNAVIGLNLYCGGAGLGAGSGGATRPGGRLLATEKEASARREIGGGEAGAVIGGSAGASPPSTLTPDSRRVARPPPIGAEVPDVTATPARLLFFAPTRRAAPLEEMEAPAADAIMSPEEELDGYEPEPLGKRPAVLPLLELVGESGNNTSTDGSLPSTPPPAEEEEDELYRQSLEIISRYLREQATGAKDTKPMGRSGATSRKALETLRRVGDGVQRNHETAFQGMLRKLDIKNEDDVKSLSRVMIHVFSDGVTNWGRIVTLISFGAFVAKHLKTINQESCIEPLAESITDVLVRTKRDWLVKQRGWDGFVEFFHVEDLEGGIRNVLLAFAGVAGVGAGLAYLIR
MEX-5 binding: C. elegans MEX-5 TCR-2 RNA binding activity | Q9XUB2 | MEX-5/FITC-TCR2 RNA binding, fluorescence polarization; active compounds read low | activity score (negative = inhibition of binding), % at 10 µM | 300,000 tested, 0.38% active | AID 1832;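 active means inhibition past about -25% in most replicates, and total fluorescence under double the plate's negative control median, limit read from the data; inconclusive means replicates evenly split on the limit, or fluorescence at least double controls; inactive means too little inhibition in most replicates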;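 further: 0% = DMSO and -100% = 5 µM competing unlabeled TCR2 RNA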
Fam108B counter: counter-screen for RBBP9 inhibitors: inhibitors of mouse Fam108B. recombinant Fam108B, FP-Rh probe fluorescence polarization. 300,000 tested, 0.33% active. inhibition, % at 9.51 µM;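 active means inhibition above the screen mean inhibition plus 3 SD, computed separately per campaign, cut at about 18% in these data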;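 further: inhibitors lower polarization as less probe binds the enzyme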
* = called active by the depositor; ? = inconclusive; . = not tested or not shown.

1. O=C(Cc1ccccc1[N+](=O)[O-])NNC(=O)Nc1ccc2c(c1)OCO2
2. CC(=O)c1sc(NC(=O)c2cccc(N3C(=O)CCC3=O)c2)nc1-c1ccccc1
3. Brc1ccc(C2NCCS2)cc1 (stereo unspecified)
4. O=C(NC(=S)N1CCN(c2ccc([N+](=O)[O-])cc2Cl)CC1)c1ccco1
5. CCOC(=O)C1CCCN(Cc2cccs2)C1 (stereo unspecified)
6. CCC(=O)N1CCN(c2ccc(NC(=O)c3ccccc3)cc2)CC1
7. Cc1ccccc1CSc1nnc(NC(=O)Cc2cccs2)s1
8. O=C1CCC(C(=O)OCc2cc(Cl)ccc2OC(F)F)N1 (stereo unspecified)
entry no.	1	2	3	4	5	6	7	8
GLD-1 RNA inh	10	11	0	-1	-9	-1	-1	12
BCLXL inh	4	3	5	3	0	7	0	-2
VLA-4 inh	6	3	16	9	4	4	-2	-5
GRK2 inh	2	0	0	0	0	1	3	8
AGP1-GFP MLPCN	90	110	111	96	105	96	94	103
CIT2 TOR yeast	90	107	98	93	104	95	96	102
MCL1-BIM inh	3	-6	3	-2	11	21	-6	2
MEX-5 binding	0.7	-2.8	.	0.0	-1.2	0.8	-5.1	0.3
Fam108B counter	-4	-1	3	6	12	1	8	8

4 of these compounds, set out differently.
Every second line gives: GLD-1 RNA inh, BCLXL inh, VLA-4 inh, GRK2 inh, AGP1-GFP MLPCN, CIT2 TOR yeast, MCL1-BIM inh, MEX-5 binding, Fam108B counter
1	O=C(Cc1ccccc1[N+](=O)[O-])NNC(=O)Nc1ccc2c(c1)OCO2
 : 10, 4, 6, 2, 90, 90, 3, 0.7, -4
2	CC(=O)c1sc(NC(=O)c2cccc(N3C(=O)CCC3=O)c2)nc1-c1ccccc1
 : 11, 3, 3, 0, 110, 107, -6, -2.8, -1
3	Brc1ccc(C2NCCS2)cc1 (stereo unspecified)
 : 0, 5, 16, 0, 111, 98, 3, ., 3
4	O=C(NC(=S)N1CCN(c2ccc([N+](=O)[O-])cc2Cl)CC1)c1ccco1
 : -1, 3, 9, 0, 96, 93, -2, 0.0, 6

More results.
9. COc1cccc(NC(=O)CSc2ccc(-c3sc(C)nc3C)nn2)c1
10. Cc1cc(=O)[nH]n(CCO)c1=O
11. O=C(O)CCn1nnc2ccccc21
12. CCOC(=O)N1CCc2c(sc3nc[nH]c(=O)c23)C1
13. COc1cccc(C(=O)NCCSc2ccc(Br)cc2)c1
14. CC(=O)Nc1cccc(NC(=O)Nc2cccc(Cl)c2C)c1
15. Cc1ccccc1N1C(=O)CC(c2c[nH]c3ccccc23)C1=O (stereo unspecified)
16. O=C1c2ccccc2C(Nc2ccc3nc(-c4cccnc4)[nH]c3c2)N1Cc1ccco1 (stereo unspecified)
entry no.	9	10	11	12	13	14	15	16
GLD-1 RNA inh	-7	-1	6	1	4	7	5	0
BCLXL inh	1	3	1	1	0	6	2	11
VLA-4 inh	17	-5	-3	11	12	6	12	-10
GRK2 inh	0	0	0	2	1	1	0	0
AGP1-GFP MLPCN	109	103	104	108	94	106	102	106
CIT2 TOR yeast	102	101	102	99	96	119	107	113
MCL1-BIM inh	-3	0	4	3	0	7	2	1
MEX-5 binding	-6.7	1.5	-1.4	2.1	0.1	0.0	3.5	-0.7
Fam108B counter	1	-4	0	-2	-2	-10	-3	4

Arranged by molecular weight (high to low): 3 of the compounds above.
16. O=C1c2ccccc2C(Nc2ccc3nc(-c4cccnc4)[nH]c3c2)N1Cc1ccco1 (stereo unspecified)
4. O=C(NC(=S)N1CCN(c2ccc([N+](=O)[O-])cc2Cl)CC1)c1ccco1
6. CCC(=O)N1CCN(c2ccc(NC(=O)c3ccccc3)cc2)CC1
entry no.	16	4	6
GLD-1 RNA inh	0	-1	-1
BCLXL inh	11	3	7
VLA-4 inh	-10	9	4
GRK2 inh	0	0	1
AGP1-GFP MLPCN	106	96	96
CIT2 TOR yeast	113	93	95
MCL1-BIM inh	1	-2	21
MEX-5 binding	-0.7	0.0	0.8
Fam108B counter	4	6	1

More results
17. Cc1cc(C)c(S(=O)(=O)NCc2ccc3c(c2)cc(C)n3C)c(C)c1
18. COc1ccc(CNC(=O)C2(CC3CC(c4ccccc4)=NO3)CCN(C(=O)CCCCCBr)CC2)cc1 (stereo unspecified)
19. CCOc1ccc(C(=O)NC2CCN(C(=S)Nc3ccccc3C)CC2)cc1
20. Cc1cc(-c2nc3ncccc3o2)ccc1NC(=O)CC(C)C
21. Cc1c(Cl)cccc1NC(=O)CC1SC(=NCC2CCCO2)NC1=O (stereo unspecified)
22. CC(C)(C)c1ccc2c(c1)C(=O)c1ccccc1C2=O
23. O=C(Oc1ccc(C(=S)N2CCOCC2)cc1)c1cccc([N+](=O)[O-])c1
24. Cc1c(-c2ccccc2)sc(Br)c1C(=O)N1CCOCC1
entry no.	17	18	19	20	21	22	23	24
GLD-1 RNA inh	20	0	-6	1	3	2	0	0
BCLXL inh	-1	4	2	1	2	-1	7	0
VLA-4 inh	-4	12	-10	44	11	-13	-1	5
GRK2 inh	5	1	0	0	2	0	2	0
AGP1-GFP MLPCN	98	92	91	93	106	95	102	101
CIT2 TOR yeast	95	126	95	94	106	94	106	90
MCL1-BIM inh	0	6	-2	4	7	-7	7	-8
MEX-5 binding	-0.2	2.1	-1.1	0.7	-1.6	2.6	2.5	1.1
Fam108B counter	2	-3	-1	0	1	-3	0	2

25. O=S(=O)(Nc1nc2ccccc2nc1NCc1ccco1)c1cccs1
26. CC(=O)Nc1cccc(NC(=O)CSc2nc(=O)n3cccc(C)c3n2)c1
27. C[n+]1cn(Cc2cc(Cl)ccc2OC(F)F)c2ccccc21
28. COc1ccc(C(CC(=O)O)NC(=O)COc2cc(C)ccc2C)cc1OC (stereo unspecified)
29. O=C(c1c(F)cccc1F)N1CCCC1
30. Cc1ccc(Nc2nc3ccccc3n3cnnc23)cc1C
31. CCC(c1nnnn1CCOC)N(Cc1cc2c(C)cc(C)cc2[nH]c1=O)CC1CCCO1 (stereo unspecified)
32. COc1cccc(/C=N/NC(=O)CN(C2=NS(=O)(=O)c3ccccc32)c2ccccc2)c1
entry no.	25	26	27	28	29	30	31	32
GLD-1 RNA inh	4	4	13	-8	-8	-1	18	1
BCLXL inh	9	1	1	7	3	-2	23	1
VLA-4 inh	-10	-3	13	8	-2	10	-4	0
GRK2 inh	0	0	4	0	0	0	0	0
AGP1-GFP MLPCN	97	101	106	95	92	102	104	97
CIT2 TOR yeast	92	100	107	100	94	92	117	99
MCL1-BIM inh	3	0	3	4	9	-4	9	9
MEX-5 binding	0.6	-2.4	-0.1	-0.1	0.3	9.4	0.3	-0.9
Fam108B counter	1	0	1	2	1	3	-2	-6

33. CCN(C(=O)CSc1nnc(Nc2ccccc2)s1)C1CCS(=O)(=O)C1 (stereo unspecified)
34. S=c1[nH]nc(-c2ccco2)n1/N=C/c1ccc(Cl)cc1
35. CC(OC(=O)c1ccc2c(c1)NC(=O)CS2)C(=O)c1ccc(F)cc1 (stereo unspecified)
36. O=C(Nc1ccccc1)N(C1=NCCC1)c1ccc(OC(F)F)cc1
37. COc1ccc(N2CC(C(=O)NCCc3ccc(Cl)cc3)CC2=O)cc1 (stereo unspecified)
38. COC(=O)C1=NN[C@H](C(=O)OC(C)(C)C)[C@H]1c1ccccc1
39. O=C(Nc1ccc2oc(-c3ccccc3)nc2c1)c1cc(-n2cnnc2)ccc1Cl
40. CCC(C)c1nc2c(c(N3CCC3=O)c1-c1ccccc1)CCCC2 (stereo unspecified)
entry no.	33	34	35	36	37	38	39	40
GLD-1 RNA inh	5	5	11	3	4	-4	-2	-4
BCLXL inh	-6	-24	.	-7	2	2	-1	7
VLA-4 inh	22	7	2	9	23	10	-6	-17
GRK2 inh	0	5	6	2	0	0	0	0
AGP1-GFP MLPCN	106	92	118	90	99	?	91	90
CIT2 TOR yeast	98	104	110	85	101	?	87	99
MCL1-BIM inh	-2	-22	.	-8	-1	0	-11	4
MEX-5 binding	-1.5	1.8	.	1.1	0.8	-0.6	-1.5	-1.3
Fam108B counter	-2	3	.	-1	1	-6	-4	4

41. Cc1ccc(NC(=O)NCc2nc3ccccc3n2C)cc1
42. N/C(Cc1ccc([N+](=O)[O-])cc1)=N\OC(=O)Cc1ccccc1
43. Cc1cc(C)c2nc(-c3cccc(Cl)c3)c(C)c(C(=O)N3CCOCC3)c2c1
44. CC1=CC(=O)[C@H]2C(C)(C)CCC[C@]2(C)[C@@]1(O)CO
45. Nc1ccc(O)c2c(=O)cc(-c3ccccc3Cl)oc12
46. CC(C)(O)C#Cc1ccc(CN2CCCC(CNC(=O)c3ccco3)C2)cc1 (stereo unspecified)
47. Cc1ccc2oc(-c3cccc(NC(=O)c4ccc(Br)o4)c3)nc2c1
48. NC(=S)N/N=C/c1coc2ccc(O)cc2c1=O
entry no.	41	42	43	44	45	46	47	48
GLD-1 RNA inh	5	3	6	9	-3	-1	-1	1
BCLXL inh	8	1	-7	-2	3	3	-2	8
VLA-4 inh	-1	16	-4	30	-5	0	8	-21
GRK2 inh	0	1	0	0	0	0	4	1
AGP1-GFP MLPCN	98	100	96	104	81	98	90	102
CIT2 TOR yeast	96	107	95	101	86	100	90	88
MCL1-BIM inh	10	1	-5	-5	10	2	-4	8
MEX-5 binding	1.7	-1.0	-1.8	-0.7	1.6	6.6	-0.8	-0.5
Fam108B counter	-3	-1	0	1	4	2	-7	0
